Source: PubChem
KCNQ2 inh – KCNQ2 potassium channel inhibitors, primary screen, cell-based, CHO-K1, FluxOR thallium flux, B-score (AID 2156); 20 min; active compounds read low; B-score at 10 µM; 310,000 compounds, 1.1% hits;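 active means fluorescence ratio B-score at most minus 3 library SDs, with starting brightness B-score within 2 library SDs, cut at about -5.5 in these data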
Target sequence (O88943 whole entry, looked up): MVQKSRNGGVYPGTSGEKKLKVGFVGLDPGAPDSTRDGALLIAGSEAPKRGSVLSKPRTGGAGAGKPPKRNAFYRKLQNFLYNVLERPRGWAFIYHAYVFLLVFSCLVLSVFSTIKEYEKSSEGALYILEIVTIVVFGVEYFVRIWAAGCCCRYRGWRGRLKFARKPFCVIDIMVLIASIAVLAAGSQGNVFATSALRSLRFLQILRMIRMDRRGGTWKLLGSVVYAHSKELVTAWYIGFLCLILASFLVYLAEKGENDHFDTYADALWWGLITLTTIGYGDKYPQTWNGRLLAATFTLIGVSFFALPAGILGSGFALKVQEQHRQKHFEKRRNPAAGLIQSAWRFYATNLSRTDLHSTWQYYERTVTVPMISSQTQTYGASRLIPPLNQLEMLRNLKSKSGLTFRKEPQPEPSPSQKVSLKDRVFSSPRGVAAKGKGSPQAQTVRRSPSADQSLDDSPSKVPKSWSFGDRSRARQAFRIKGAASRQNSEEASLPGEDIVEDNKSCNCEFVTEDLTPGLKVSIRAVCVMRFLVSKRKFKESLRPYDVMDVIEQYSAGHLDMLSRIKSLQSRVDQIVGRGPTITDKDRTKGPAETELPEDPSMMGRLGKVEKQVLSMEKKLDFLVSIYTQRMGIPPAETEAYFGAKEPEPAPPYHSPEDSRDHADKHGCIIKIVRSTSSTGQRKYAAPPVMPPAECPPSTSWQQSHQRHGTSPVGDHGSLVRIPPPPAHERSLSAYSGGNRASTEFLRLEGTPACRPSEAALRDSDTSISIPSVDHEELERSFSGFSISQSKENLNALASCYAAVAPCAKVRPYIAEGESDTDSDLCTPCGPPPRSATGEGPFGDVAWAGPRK
Kir21 inh – blocks the mouse Kir2.1 inward-rectifier potassium channel. P35561. HEK293-Kir2.1, FluxOR thallium flux fluorescence; active compounds read low. B-score at 10 µM. 310,000 compounds, 0.85% hits. AID 1672;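 active means fluorescence ratio B-score at or below minus 3 SD of library scores, with starting-brightness B-score within 2 SD, cut at about -4.2 in these data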;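 further: channel flux triggered by added potassium and thallium sulfate stimulus; B-score of peak minus minimum fluorescence over baseline after thallium stimulus; more negative B-score means stronger Kir2.1 block with less thallium influx; some compounds called inactive have numbers as strong as hits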
Starred values were filed as active, the others as inactive; i = inactive. Rows are unselected; any-hit rate near 1.9%.

SMILES	KCNQ2 inh	Kir21 inh
Cc1ccccc1OC(C)C(=O)NCc1cccnc1 (stereo not given)	i	-0.61
CC(C)(C)NC(=O)Cn1nnc(-c2cccs2)n1	i	0.97
CCOC(=O)C1CCCN(CCC(=O)Nc2ccc(C)cc2)C1 (stereo not given)	i	0.58
CC1=CC2=NC(=O)/C(=C\c3cccn3CCOc3cccc(C)c3)C(=N)N2O1	i	0.13
O=[N+]([O-])c1nn(-c2ccccc2)n(O)c1=NCc1ccc2c(c1)OCO2	i	2.3
COc1ccccc1-n1c(SCC(=O)N2CCCCC2)nnc1-c1ccccc1O	i	0.48
COc1ccccc1NC(=O)Cc1noc(CSc2cccc[n+]2[O-])n1	i	1.9
COc1ccccc1CCN1CCCC(CN(C)Cc2ccc(OCCO)cc2)C1 (stereo not given)	i	0.62
Cc1cc(C)cc(-n2ncc3c2CCCC3NC(=O)c2csnn2)c1 (stereo not given)	i	-0.14
Cc1cc(N2CCCC2=O)ccc1S(=O)(=O)N1CCOCC1	i	-0.34
C=CCNC(=O)/C(C#N)=C/c1c(C)nn(-c2ccccc2)c1Cl	i	-0.74
O=C1N2CCCc3cccc(c32)C12Nc1ccccc1S2 (stereo not given)	i	-0.69
O=C1CCC(C(=O)OCc2c(Cl)cccc2Cl)N1 (stereo not given)	i	-0.02
COc1cc(CN2CCNC(=O)C2CC(=O)NCc2csc(C(C)C)n2)cc(OC)c1 (stereo not given)	i	-1.1
Cc1ccc(NC(=O)N2CCOCC2)c(C)c1	i	-1.2
CCCC1CCC(C(=O)n2nc(N)c3cc4ccc(OC)cc4nc32)CC1 (stereo not given)	i	-0.12
COC(=O)C1=NN(C(C)=O)C2(CC(=O)N(c3cccc(C)c3)C2=O)C1 (stereo not given)	i	-0.04
COCCCNc1nc2ccccc2nc1NS(=O)(=O)c1ccc(C)cc1C	i	0.69
Cc1nc(CNC(=O)CC2C(=O)NCCN2Cc2ccc(F)cc2)cs1 (stereo not given)	i	-0.02
O=C(NC1CCCCC1)c1cccs1	i	-0.29
Nc1nc(CN2CCN(c3ccccc3F)CC2)nc(N2CCCc3ccccc32)n1	i	-0.94
CC1(O)c2ccccc2C(=O)N1Cc1ccccc1 (stereo not given)	i	-1.1
CCOC(=O)c1ccc(NC(=O)Cn2c(-c3nonc3N)nc3ccccc32)cc1	i	1.1
O=C(/C=C/c1ccc(O)c(O)c1)OC1C(O)CC(OC(=O)/C=C/c2ccc(O)c(O)c2)(C(=O)O)CC1O (stereo not given)	i	-0.01
CC1CCN(c2c(NCc3ccc(C(=O)NCC4COc5ccccc5O4)cc3)c(=O)c2=O)CC1 (stereo not given)	i	-1.1
CC(C)(C)c1ccc(OCCC(=O)NCCc2ccc(S(N)(=O)=O)cc2)cc1	i	0.01
CCC(C)c1ccccc1NC(=O)C(C)N(C)Cc1cccc(OC)c1 (stereo not given)	i	-1.5
Cn1cc([N+](=O)[O-])c(C(=O)NC2CCCC2)n1	i	-0.55
COc1cccc(COc2ccccc2C2Nc3ccc(Br)cc3C(=O)N2NC(=O)c2ccncc2)c1 (stereo not given)	i	1.9
Cc1ccc(Cl)cc1NC(=O)C(=O)N1CCCCC1	i	0.03
Cc1cccc(-c2noc(CN(C)C(=O)c3ccoc3C)n2)c1	i	0
COC(=O)/C=C1/SC(=NC(=O)c2ccc(F)cc2)NC1=O	i	-1.6
COc1cccc(NC(=O)CN(C)C(=O)c2ccc(N3CCOCC3)c([N+](=O)[O-])c2)c1	i	1.1
Cc1ccc(C(=O)N(CC(=O)NC2CCCC2)c2ccc(F)cc2)s1	i	-0.14
CCCCCCCCN1[C@@H](CC(=O)O)c2ccc(C(F)(F)F)cc2S1(=O)=O	i	-0.63
COc1ccc(OC)c(C2=NOC(C(=O)Nc3c(C)n(C)n(-c4ccccc4)c3=O)C2)c1 (stereo not given)	i	0.71

Already shown: 2 of the compounds above.
SMILES	KCNQ2 inh	Kir21 inh
CC(C)(C)c1ccc(OCCC(=O)NCCc2ccc(S(N)(=O)=O)cc2)cc1	i	0.01
CCC(C)c1ccccc1NC(=O)C(C)N(C)Cc1cccc(OC)c1 (stereo not given)	i	-1.5

Next section.
SMILES	KCNQ2 inh	Kir21 inh
O=c1[nH]c(-c2ccncc2)nc2ccccc12	i	1
Cc1cc(C)c2cc(CN(Cc3ccc4c(c3)OCO4)Cc3nnnn3Cc3ccco3)c(=O)[nH]c2c1	i	-1.7
CN(C1CC(C)(C)NC(C)(C)C1)S(=O)(=O)CC12CCC(CC1=O)C2(C)C (stereo not given)	i	-0.12
CCOC(=O)/C(C#N)=C/C1=C(N2CCCC2)CC(C)(C)OC1	i	0.15
COc1ccc(CSC2=NCCN2)cc1Cl	i	-1.4
C=CCn1c(SCC(=O)Nc2ccc(F)cc2)nnc1-c1cnccn1	i	-0.01
CCC(=O)Nc1ccc(/C=C(\C(C)=O)C(=O)c2ccccc2)cc1	i	-0.61
COc1ccc(C2/C(=C(/O)c3ccccc3)C(=O)C(=O)N2CC(C)O)c(OC)c1 (stereo not given)	i	0
C=CCN1CCN(C(c2ccc(Cl)cc2)c2nnnn2CCc2ccc(OC)c(OC)c2)CC1 (stereo not given)	i	-1.1
O=C(NCc1ccncc1)c1ccc(Cn2cc(C(F)(F)F)ccc2=O)cc1	i	-1.3
CCOC(=O)c1c(NC(=O)COC(=O)c2ccncc2)sc(C)c1C	i	1.2
O=C(CNS(=O)(=O)c1cccc(Cl)c1)Nc1ccc(-c2nc3ccccc3s2)cc1	i	0.88
O=C(O)CC1(CC(=O)Nc2ccc(Br)cc2)CCCCC1	-7.6*	0.29
Cc1cc(C)nc(SCc2ccc(C(=O)N/N=C/c3ccccn3)cc2)n1	i	-1.2
Cc1ccc(OCCC(=O)N(CCC(C)C)c2c(N)n(Cc3ccccc3)c(=O)[nH]c2=O)cc1	i	-1.9
Cc1cccc(C(=O)C2CCN(S(=O)(=O)c3ccc(C(=O)O)cc3)CC2)c1	i	1.1
CN1CCN(CC(=O)n2c3c(c4ccccc42)CCCC3)CC1	i	-2
C/C(=N\O)c1sc(-c2ccccc2)nc1C	i	1.6
O=C(NC1=NCCS1)c1ccc([N+](=O)[O-])cc1Cl	i	0.73
COCc1cc(C)nc(SCC(=O)NCc2ccco2)c1C#N	i	1.4
CCCNCc1cc(OC)c(OCc2ccccc2)cc1Br	i	-1.2
Cc1ccc(Nc2nc(N)nc(CSc3nccn3C)n2)c(C)c1	i	1
CC(On1nnc2ccc(S(=O)(=O)N3CCOCC3)cc21)C(=O)Nc1ccccc1F (stereo not given)	i	-1.5
COc1ccc(C(=O)NCCc2ccc(S(N)(=O)=O)cc2)cc1OC	i	1.1
CCC1CCc2sc(C(=O)OCC(=O)N(CCOC)c3c(N)n(Cc4ccccc4)c(=O)[nH]c3=O)cc2C1 (stereo not given)	i	0.67
C[C@H](NC(=O)C1CCN(S(=O)(=O)c2ccccc2)CC1)C(=O)NCc1ccc(Cl)cc1Cl	i	-0.58
COc1cc(CN2CCc3c([nH]c4ccccc34)C2)cc(OC)c1	i	-4.2*
CN(C)C(=O)C1OC(C)(C)OC1C(=O)N(C)C (stereo not given)	i	-0.95
CCN(C(=O)Cn1c(=O)oc2ccccc21)c1cccc(C)c1	i	-2.1
CC(=O)Nc1ccc(NC(=O)C(C)OC(=O)c2ccc3[nH]c(C)c(C)c3c2)cc1 (stereo not given)	i	-0.74
CCCN(CC(=O)Nc1ccccc1OC)C(=O)c1cc2ccccc2o1	i	0.83
C=CCOc1ccccc1CNCc1cccnc1	i	-0.2
CCOC(=O)C1=C(SCC(=O)Nc2ccccc2)NC(=O)C(C#N)C12CCCCC2 (stereo not given)	i	-0.37
Cc1nc(C)c(CCNC(=O)c2ccccc2)s1	i	0.27
CSCCC(NC(=O)c1ccco1)C(=O)N1CCC(C(N)=O)CC1 (stereo not given)	i	-2.2
CC(C)COC(=O)C(C#N)c1nc2ccccc2nc1N1CCN(Cc2ccc3c(c2)OCO3)CC1 (stereo not given)	i	-0.03
CC(=O)Nc1ccc(N2CCCCC2)cc1	i	0.71
CC1CC[C@@]2(OC1)O[C@H]1CC3[C@@H]4C[C@@H](O)[C@@]5(O)C[C@@H](O)[C@H](O)C[C@]5(C)[C@H]4CC[C@]3(C)[C@H]1[C@@H]2C (stereo not given in full)	i	0.14
Cc1ccc(CN2CCN(Cc3cnc(N(C)C)s3)CC2CCO)o1 (stereo not given)	i	0.06
CCOC(=O)c1cnc(-c2ccccc2)nc1C(F)(F)F	i	-0.92
CCN(CC)S(=O)(=O)c1ccc(NC(=O)c2cc(=O)[nH]c3ccccc23)cc1	i	0.52
Cc1ccc(NC(=O)c2ccc(OC(=O)COc3cccc(Cl)c3)cc2)cc1	i	-0.52
CNC(=O)c1ccc(N(Cc2ccccc2C)S(C)(=O)=O)cc1	i	0.46
Cc1cc(NC(=O)CSc2ccc(-c3ccccc3)nn2)no1	i	0.11
CCOC(=O)NC(=S)Nc1ccc(C(C)(C)C)cc1	i	0.96
CCOC(=O)c1c(-c2ccc(C)cc2)csc1NC(=O)/C(C#N)=C/c1ccc(O)c(OC)c1	i	-0.4
O=C1Nc2cc(C(=O)N3CCOCC3)ccc2S/C1=C\c1ccccc1	i	0.04
O=C(CN1CCCCC1)Nc1cc(Cl)ccc1Oc1ccccc1	i	-3.3
C/C(=N\NS(=O)(=O)c1ccc(C)c([N+](=O)[O-])c1)c1cccs1	i	-0.86
O=S(=O)(NCc1cccs1)NCc1ccccc1F	i	0.01
Cc1ccc[n+](CC(=O)c2ccc(NC(=O)c3ccccc3)cc2)c1	i	1
O=C1CCc2cc(NS(=O)(=O)c3ccc(F)cc3)cc3c2N1CCC3	i	0.32
O=C(NCc1cn2ccccc2n1)c1ccc(Br)o1	i	0.82
O=[N+]([O-])c1cccc2c(S(=O)(=O)N3CCCCC3)cccc12	i	0.52
COCCn1c(-c2ccsc2)nc2c1c(=O)[nH]c(=O)n2CC(C)C	i	-2.4
COc1ccccc1-n1cnnc1SCC(=O)c1c[nH]c2ccccc12	i	1.4
CCOC(=O)C1CCN(C(=O)COC(=O)CN(C)S(=O)(=O)c2ccc(NC(C)=O)cc2)CC1	i	1.5
CCC(C)Sc1cccc(-c2nc3ccc(Cl)cn3c2NCc2ccccc2)c1 (stereo not given)	-7.3*	-0.36
COC(=O)c1c(C)c(C)nc(N)c1C#N	i	0.43
O=C(CCN1CCCCC1)NCNC(=O)CCN1CCCCC1	i	0.67
(further entries)
SMILES	KCNQ2 inh	Kir21 inh
COc1ccc(C(=O)Nc2ccc3c(c2)OCCO3)cc1Br	i	2.4
CCOC(=O)C(C)Sc1nnc(-c2c[nH]c3ccccc23)n1C (stereo not given)	i	0.16
COCCN(CCOC)C(=O)c1ccc(SCc2ccc(C)cc2)c([N+](=O)[O-])c1	i	-0.12
Cc1ccc(-n2c(N)c(C(=O)Nc3c(C)n(C)n(-c4ccccc4)c3=O)c3nc4ccccc4nc32)cc1	i	1.4
Cc1ccc2nc(CCl)[n+]([O-])c(-c3ccccc3)c2c1	i	-0.27
O=C(CCN1C(=O)S/C(=C\c2ccc(F)cc2)C1=O)Nc1ccc(C(=O)O)c(O)c1	i	-2.5
COc1ccc(CN2CCN(S(=O)(=O)c3ccccc3)CC2)cc1Br	i	-0.14
O=S(=O)(c1ccc(Oc2ccc(Cl)cc2)c(S(=O)(=O)N2CCCCC2)c1)N1CCCCC1	-7.2*	1.5
O=C1NC(=O)c2cc(Oc3ccc([N+](=O)[O-])cc3)ccc21	i	-1.1
CNS(=O)(=O)c1cccc(C(=O)OCC(=O)Nc2ccc(Cl)cc2F)c1	i	1.1
Cc1ccc(S(=O)(=O)NCC2CCC(C(=O)NCc3cccs3)CC2)cc1 (stereo not given)	i	0.63
Cc1sc2ncn(CC(=O)NCCCC(=O)N3CCC(C)CC3)c(=O)c2c1C	i	-2
COC(=O)c1ccccc1NC(=O)CSc1nc2c(c(=O)[nH]1)CCC2	i	-1
C=CCNC(=O)C(C)N1c2cccc3cccc(c23)S1(=O)=O (stereo not given)	i	-0.29
COc1ccc(OC)c(CN2C(=O)c3ccccc3C2C(=O)NCC2CCCO2)c1 (stereo not given)	i	0.01
O=C(CNCC1CCCO1)Nc1ccc(N2CCCCCC2)cc1 (stereo not given)	i	-0.54
O=C(NCC1CCCO1)c1ccc([N+](=O)[O-])s1 (stereo not given)	i	1.8
Fc1cccc2sc(N3CCOCC3)nc12	i	1.7
CCn1c(SCc2ccc(OC)cc2)nnc1-c1ccncc1	i	0.21
CCn1c(SCC(=O)N/N=C/C(C)=C/c2ccco2)nnc1-c1ccccc1	i	-2.2
CSc1nc2ncc3c(n2n1)CC1c2ccccc2CCN1C3=O (stereo not given)	i	0.05

By substructure: the entries above containing fluorine.
SMILES	KCNQ2 inh	Kir21 inh
Cc1nc(CNC(=O)CC2C(=O)NCCN2Cc2ccc(F)cc2)cs1 (stereo not given)	i	-0.02
Nc1nc(CN2CCN(c3ccccc3F)CC2)nc(N2CCCc3ccccc32)n1	i	-0.94
COC(=O)/C=C1/SC(=NC(=O)c2ccc(F)cc2)NC1=O	i	-1.6
Cc1ccc(C(=O)N(CC(=O)NC2CCCC2)c2ccc(F)cc2)s1	i	-0.14
CCCCCCCCN1[C@@H](CC(=O)O)c2ccc(C(F)(F)F)cc2S1(=O)=O	i	-0.63
C=CCn1c(SCC(=O)Nc2ccc(F)cc2)nnc1-c1cnccn1	i	-0.01
O=C(NCc1ccncc1)c1ccc(Cn2cc(C(F)(F)F)ccc2=O)cc1	i	-1.3
CC(On1nnc2ccc(S(=O)(=O)N3CCOCC3)cc21)C(=O)Nc1ccccc1F (stereo not given)	i	-1.5
CCOC(=O)c1cnc(-c2ccccc2)nc1C(F)(F)F	i	-0.92
O=S(=O)(NCc1cccs1)NCc1ccccc1F	i	0.01
O=C1CCc2cc(NS(=O)(=O)c3ccc(F)cc3)cc3c2N1CCC3	i	0.32
O=C(CCN1C(=O)S/C(=C\c2ccc(F)cc2)C1=O)Nc1ccc(C(=O)O)c(O)c1	i	-2.5
CNS(=O)(=O)c1cccc(C(=O)OCC(=O)Nc2ccc(Cl)cc2F)c1	i	1.1
Fc1cccc2sc(N3CCOCC3)nc12	i	1.7
